SKKanGAS inh = blocks kanamycin growth of S. pyogenes SKKanGAS strain; BacTiter-Glo, 6 h; inhibition, % at 7.5 µM; 300,000 tested, 1.3% active; AID 1662;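 active means mean replicate score, as percent of positive control median, at least 50; inconclusive means mean below 50 but one replicate at or above 50; inactive means mean and every replicate below 50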;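 further: strain carries kanamycin resistance gene driven by streptokinase promoter and grows in 40 µg/ml kanamycin; loss of luminescence reflects streptokinase promoter inhibition or plain growth inhibition; 0% = median of DMSO wells and 100% = positive control at its reference dose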
AI-2 QS mod = modulators of Vibrio harveyi AI-2 quorum sensing system; Vibrio harveyi JMH597 AI-2 luminescence/OD600 ratio, 9 h; hits give low values; strain lacks LuxN and CqsS sensors; 0 = neutral-control median; activity change, % at 7.5 µM; 300,000 tested, 0.4% active; AID 2094; in the data active means activity change below about -75%, passing the limit was not always enough; inconclusive means no clear call, values can overlap the other calls;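 further: luminescence divided by OD600 gain over 9 h not by final OD600 alone; inactives centre near 13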
IEC-6 cytotox = IEC-6 cytotoxicity, counter-screen for KLF5 inhibitors. luminescence viability. AID 1825. 290,000 tested, 0.78% active. inhibition, % at 5 µM; in the data active means inhibition above about 22%;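 further: 0% = plate median of test compound wells and 100% = cytotoxic reference compound wells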
HSF-1 act = increases HSF-1 driven luciferase reporter signal. NIH3T3-HGL HSF-1 luciferase reporter, MG132, 8 h; 100% = twice DMSO control signal. AID 504408. activation, % at 9 µM. 300,000 tested, 1.7% active;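 active means mean replicate activation of at least 50% with a set share of replicates each reaching 50%; inconclusive means only one of those two conditions met; inactive means mean below 50% and too few replicates reaching it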;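 further: 0% = median of the neutral control wells and 100% = twice that signal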
HIF activator = HIF pathway transcriptional activation | U2OS HRE-luciferase reporter, luminescence; normalized: DMSO 0%, desferrioxamine 100% | activation, % at 7.5 µM (by protocol) | 300,000 tested, 0.32% active | AID 1910;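 active means mean activation of at least 10% of the iron chelator positive control signal, with at least half of replicates also reaching 10%; inconclusive means mean and replicate majority disagree about reaching 10%; inactive means mean and most replicates under 10%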
HSF1 inhib = HSF1 inhibition; AID 2098; activity change, negative = inhibition, % at 7.5 µM (by protocol); 300,000 tested, 0.77% active; NIH3T3-HGL HSE-luciferase, MG132-induced, luminescence 8 h; hits give low values;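 active means more than half of replicate wells show activity change below -50%, luminescence cut by over half; inconclusive means some wells, but at most half, below -50%; inactive means no replicate well below -50%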;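 further: luciferase reports HSF-1 transcriptional activity via heat shock element; 0% = median of DMSO wells and -100% = zero luminescence signal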
KLF5 inh = suppresses KLF5 promoter-driven expression; DLD-1 KLF5 promoter-luciferase reporter, luminescence; inhibition, % at 5 µM; 290,000 tested, 0.23% active; AID 1700;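 active means inhibition above a per-plate limit of that plate's mean compound inhibition plus 3 SD, cut at about 60% in these data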;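 further: 0% = DMSO wells and 100% = LY294002 at 200 µM; higher means less KLF5 promoter-driven luciferase light; inactives centre near -14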
Platelet DG rel = modulates dense granule release in human platelets; human platelet-rich plasma, SFLLRN dense granule ATP release, luminescence; inhibition, %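 (compounds screened at 7.5 µM in platelet-rich plasma)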; 300,000 tested, 0.22% active; AID 1663;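 active means mean replicate score, as percent of positive control, at or above 50; inconclusive means mean below 50 but at least one replicate at or above 50; inactive means mean and every replicate below 50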
aSyn UTR inh = MLPCN primary screen, SNCA 5' untranslated region; inhibition, % (tested at 7.5 µM); 300,000 tested, 0.82% active; alpha-synuclein 5'UTR reporter, inhibitor activity; AID 1813; in the data active means inhibition above about 60%; inconclusive means no clear call, values can overlap the other calls;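 further: H4 neuroglioblastoma cells stably carrying SNCA 5'UTR luciferase fusion; 0% = DMSO wells and 100% = positive control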
HSP90 inh = blocks HSP90-mediated luciferase refolding in reticulocyte lysate; AID 1789; inhibition, % at 5.6 µM; Rabbit reticulocyte lysate, luciferase refolding luminescence, 3 h; 290,000 tested, 0.91% active;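 active means inhibition above the screen-wide mean plus 3 SD, computed separately per campaign, cut at about 16% in these data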;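 further: 0% = DMSO wells and 100% = 60 µM geldanamycin wells; inhibitors lower the luminescence because luciferase stays unfolded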
The depositor's hits bear a star; u = inconclusive; x = no result given. Rows are unselected (roughly 6% active in at least one column).

SMILES	SKKanGAS inh	AI-2 QS mod	IEC-6 cytotox	HSF-1 act	HIF activator	HSF1 inhib	KLF5 inh	Platelet DG rel	aSyn UTR inh	HSP90 inh
COc1ccc(CNC(=O)[C@@H](NC(=O)C2CCN(S(=O)(=O)c3ccccc3)CC2)C(C)C)cc1	-9	-2	-5	-25	0.7	-2	-10	-6	-5	1
CCc1c(C)n2nc(C)cc2[nH]c1=O	-4	8	-3	23	1.3	1	3	0	10	2
O=C(c1cc2ccccc2cc1O)N1CCCC1	-2	1	-6	2	0.2	-5	-30	4	13	-4
CCCCn1nnnc1NCc1ccc(C)s1	-6	30	-4	7	-0.3	-7	-16	4	-6	0
CC(C)Nc1c([N+](=O)[O-])c(=O)oc2ccccc12	0	1	3	-5	-0.3	-3	-17	-4	1	0
CN1C(=O)Cc2cc(S(=O)(=O)NCc3c(F)cccc3Cl)ccc21	5	21	0	-8	-0.6	-11	2	16	-1	-4
c1cncc(CSc2ccc(-c3ccc4c(c3)OCO4)nn2)c1	-19	-7	4	u	2.7	30	-63	6	-109	-1
O=c1cc(CO)occ1OCc1cccc(C(F)(F)F)c1	-20	-3	-1	22	0.0	-5	5	6	4	2
c1ccc(-c2nc(N3CCCCCC3)c3ccccc3n2)nc1	109*	38	18	-11	2.5	-6	-21	3	26	5
O=C(c1ccco1)N1CCN(c2ccc(S(=O)(=O)N3CCCC3)cc2)CC1	-3	19	-4	1	0.2	-14	-2	10	16	-2
CC(C(=O)NCCc1ccc(Cl)cc1)n1c(=O)c2cccn2c2cccnc21 (stereo not given)	0	6	3	-3	-0.1	-7	-18	2	25	9
CCOC(=O)c1cc(-c2ccccc2)sc1NC(=O)CN1C(=O)NC(CC)(c2ccccc2)C1=O (stereo not given)	21	37	-1	5	-0.5	-2	-18	-2	25	2
O=C(CSc1c2c(nc3cc(Cl)ccc13)CCCC2)NCCCN1CCOCC1	-10	-5	6	189*	0.7	141	-29	-2	-13	0
COc1ccc(-c2n[nH]c(=S)n2-c2ccc3c(c2)OCCO3)cc1OC	5	7	-5	-6	0.2	7	-10	15	-42	0
CCn1cc(C(=O)NNC(=O)c2ccc(Cl)cc2)c(=O)c2ccc(C)nc21	0	11	-4	-12	0.4	2	15	-1	-9	0
CCOc1ccc(C(=O)OCC(=O)NC2CCCC2)cc1OCC	-3	9	-2	1	-2.3	-5	-33	0	4	4
COc1cccc(C(=O)NCCS(=O)(=O)NCCCc2ccccc2)c1	-7	12	x	6	0.5	8	x	3	11	x
O=C(c1ccc(-c2cc3ccccc3oc2=O)cc1)N1CCN(c2ccc(Cl)cc2[N+](=O)[O-])CC1	28	30	-4	11	-0.4	-2	-3	-7	18	-2
COc1ccccc1NS(=O)(=O)c1cccc(C(=O)NN=C2CCCC2)c1	20	11	4	0	-0.2	1	13	-7	1	1
O=C(Nc1ccc2c(c1)OCO2)C1CCCN1C(=O)NCc1ccccc1 (stereo not given)	-3	6	-3	-4	0.4	-3	-41	-8	24	-6
Nc1cccc2c1C(=O)N(C(=O)/C=C/c1cccc(Br)c1)C2=O	2	15	8	106*	1.3	130	-18	-28	-160	1
Cc1ccc(NC(=O)CSc2nnc(CSc3nc(C)cc(C)n3)n2Cc2ccco2)c(C)c1	-10	46	3	10	-0.4	2	-17	1	24	1
COc1ccc(Br)cc1S(=O)(=O)Nc1ccc(Cl)cn1	0	0	0	5	0.0	0	-2	3	-13	-3
O=C(NC1CCCCC1)c1cc([N+](=O)[O-])[nH]n1	0	-2	-3	4	0.6	-5	13	4	8	3
CCOCCCNS(=O)(=O)c1ccc2c(c1)CCN2C(=O)CC	0	21	3	0	-7.4	3	-9	0	4	-1
Fc1ccc(-c2noc(C3CCN(Cc4cccnc4)CC3)n2)cc1	2	9	3	10	1.2	10	-20	x	-35	0
N#Cc1ccccc1Cn1c(-c2cscn2)nc2ccccc21	2	19	6	0	-0.1	11	-29	11	17	3
CCCC1C(c2ccccc2)C(C#N)(C#N)C2(C#N)CC1(N)NC2=O (stereo not given)	-16	41	0	x	-0.1	x	0	-8	-13	0
CC(Oc1ccc(Cl)cc1Cl)C(=O)NCCN1CCOCC1 (stereo not given)	-1	19	-1	-2	0.0	-1	-28	11	21	3
COCCn1c(SCc2cccc(F)c2)nc2cc(C(=O)OC)ccc2c1=O	13	6	4	1	-3.2	-6	5	1	10	9
C/C(CC(=O)Nc1ccccn1)=N\NC(=O)c1ccc([N+](=O)[O-])cc1Cl	29	34	-4	6	0.0	2	-7	0	22	0
N#Cc1c(-c2ccccc2)nc(SCC(=O)NC2CCCCC2)[nH]c1=O	x	17	-4	27	0.2	7	-4	-1	19	0
Cc1ccc(O)c(N=Cc2sc3ccccc3c2Cl)c1	-5	-6	-12	-11	0.8	-14	15	-14	-90	0
COc1cccc(/C=N/NC(=S)Nc2cccnc2)c1	-21	21	8	14	1.9	11	-7	7	-60	-1
O=[N+]([O-])c1ccccc1OCCN1CCOCC1	1	1	5	-1	1.0	1	-20	2	1	-1
CSc1nc(-c2ccccc2)nn1S(=O)(=O)c1ccccc1	0	29	5	-8	0.1	11	8	12	-10	5
O=C(O)CSc1nnnn1C1CCCCC1	3	12	2	-2	-0.4	-6	10	-1	12	1
Cc1ccc(NC(=O)Cn2c([N+](=O)[O-])cnc2C)cc1	-2	18	3	-17	0.0	2	-6	13	22	-1
C[N+]1(CN2C(=O)C3C4C=CC(C4)C3C2=O)CCCCC1 (stereo not given)	-22	8	1	5	-0.4	-11	-6	-9	7	-2
c1ccc2oc(-c3ccc(Nc4nc(N5CCCCC5)nc(N5CCOCC5)n4)cc3)nc2c1	26	23	1	33	0.7	-5	-2	-5	-4	2
COc1ccc(C[C@H]2CN3C(=NC[C@@H]3C(C)C)N2CCNC(=O)c2ccc(C)c(Br)c2)cc1	-2	13	7	21	-1.7	11	-20	-3	-2	18*
Cc1ccc(C[n+]2cccc(-c3ccccc3)c2)c(C)c1	-9	21	13	35	-0.1	14	-25	-10	-9	0
Cc1cc(C)cc(N(CC(=O)NCc2ccccc2)C(=O)CCC(=O)Nc2ccccn2)c1	-7	x	2	22	-2.2	2	-3	20	1	-2
CCN(CC)CCN1C(=O)C(O)=C(C(=O)c2sc(C)nc2C)C1c1cccnc1 (stereo not given)	-5	21	-1	-13	-0.1	-7	-31	0	-9	-2
CCN(CC)C(=O)CSc1nnc(-c2cc(OC)cc(OC)c2)o1	-12	13	-1	29	0.0	0	-29	-8	5	-2
O=c1c2cnn(-c3ccccc3)c2ncn1CCc1ccccc1	-3	6	5	17	1.8	19	-9	4	-114	4
COc1cc(NC(=O)CCc2nnc3ccc(N4CCCC4)nn23)cc(OC)c1OC	-5	25	-5	0	0.9	4	-31	2	-16	-9
COc1ccc(CCn2c(-c3ccc(OC)cc3)nc3c(c(=O)c4ccccc4n3C)c2=O)cc1	25	3	6	3	0.0	0	-31	-3	-45	2
COc1ccc(CN2[C@@H](CC(=O)O)c3cc(C(F)(F)F)ccc3S2(=O)=O)cc1	3	11	x	-4	0.1	6	x	1	-2	x
Cc1ccc(NC(=O)Nc2cccc(C)n2)cc1	-6	17	9	21	3.1	24	-49	4	-76	-4
O=C(CSc1ccccc1)N1CCN(S(=O)(=O)c2cccs2)CC1	1	17	-3	8	0.3	4	-21	-2	-11	-1
Cc1cccc(C)c1NC(=O)COC(=O)C1CC(=O)N(Cc2ccccc2)C1 (stereo not given)	-1	12	-12	-10	-0.1	-1	0	-24	14	-2
CC1(C)COC(c2cccn2Cc2ccc(F)cc2Cl)=N1	8	14	4	9	-0.6	1	-17	-3	8	2
NC(=O)c1cc([N+](=O)[O-])ccc1NCCc1ccccc1	-2	12	-7	6	-0.1	2	-33	-7	-27	-3
Cc1cccc(CCNC(=O)CNS(=O)(=O)c2ccc3nc(C)sc3c2)c1	3	-1	1	-2	-1.4	-3	-39	-1	26	-1
COc1cccc(C2C(C#N)=C(N)Oc3c2oc(CO)cc3=O)c1OC (stereo not given)	-5	30	0	-49	1.6	-44	-16	-2	-36	1
CCOC(=O)c1c(/N=C/c2ccc(O)cc2O)sc2c1CCC2	3	22	1	16	-0.7	6	2	-10	-1	-2
CN1CCN(c2nc3c(c(=O)[nH]c(=O)n3C)n2CCOc2ccccc2)CC1	3	15	5	6	0.2	-1	-4	-10	28	-1
Cc1cc(C)cc(NC(=O)CSc2nnc(NC(=O)C3CC3)s2)c1	1	48	-7	6	0.0	-6	-7	-3	20	2
COc1cc(C(=O)NCc2ccc(-n3cccc3)cc2)cc(OC)c1OC	-1	13	2	17	0.2	15	0	15	-7	1

Next section
SMILES	SKKanGAS inh	AI-2 QS mod	IEC-6 cytotox	HSF-1 act	HIF activator	HSF1 inhib	KLF5 inh	Platelet DG rel	aSyn UTR inh	HSP90 inh
O=C(CN1C(=O)S/C(=C\c2ccc(Cl)cc2)C1=O)NC1C=CS(=O)(=O)C1 (stereo not given)	5	15	11	-3	-0.4	1	-18	-1	-46	2
CCC(C)(C)n1nnnc1C(c1cccs1)N1CCN(c2nc3ccccc3s2)CC1 (stereo not given)	12	11	-5	28	-0.3	-3	0	-1	25	7
CN(C)CCNC(=O)c1c(O)c2c([nH]c1=O)CCCC2	-2	30	-3	1	0.1	-2	-9	0	0	-4
Cc1cn2c(N)c(/C=C3\C=Nc4ccccc43)c(=O)nc2s1	-8	-7	1	24	2.6	15	4	14	-54	-4
O=C(N/C=C\n1cnc2cc(C(F)(F)F)ccc21)c1ccc([N+](=O)[O-])cc1	-12	23	-1	50	-0.1	7	-3	-7	1	2
CCN(Cc1ccccc1)C(=O)c1nn(-c2ccc(OC)cc2)c(=O)c2c1c1ccccc1n2C	16	18	2	-7	-0.4	-6	-16	-3	-4	-4
COc1ccc(N(CC(=O)NN=C2CCCCCCC2)S(=O)(=O)c2ccccc2)cc1	2	-1	-7	-1	0.2	5	-9	-7	21	2
COc1ccc(CCNC(=O)c2ccc3c(c2)N(Cc2ccc(C)cc2)CCS3)cc1OC	14	14	0	35	0.3	35	-11	7	15	2
CN(C1(C)CCS(=O)(=O)C1)S(=O)(=O)c1cccc([N+](=O)[O-])c1 (stereo not given)	-7	30	x	-9	0.2	-6	x	-10	3	x
CCN1CCN(C(=O)Cn2nc(C)c3sc4ccccc4c3c2=O)CC1	-4	23	-8	2	0.3	-2	-5	-3	8	-6
COc1cc(/C=C2\C(=O)N(c3ccc(S(N)(=O)=O)cc3)N=C2C)ccc1OC(=O)c1ccco1	0	33	-4	-7	-0.1	1	-20	-3	23	-1
CC1CCN(C(=O)/C(=C\c2ccccc2)NC(=O)c2ccccc2)CC1	-4	24	-9	-6	-1.2	-4	17	-1	8	-1
